# Screening results: PubChem BioAssay, several laboratories
# CSM14.1 death rescue: rescue of cells from ER stress-induced death, primary screen, 384-well, CSM14.1, thapsigargin, ATP luminescence (AID 1222); 190,000 tested, under 10 active; CSM14.1 thapsigargin-induced death rescue, ATP luminescence; higher % means a stronger effect; cellular ATP content (survival), % at 20 µM; hits with a dose series show EC50 in µM;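 active means EC50 below 50 µM in the dose-response confirmation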;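 further: death triggered by thapsigargin at about 15 µM added after 2 h compound pretreatment; cell ATP read after overnight thapsigargin exposure of roughly 18 to 22 hours; normalized against plate controls of thapsigargin alone and 5% DMSO vehicle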
# TNAP activation fold: human TNAP enzyme activators, primary screen, biochemical, luminescent, no phosphate acceptor, uHTS (AID 1001); purified TNAP, luminescent activation assay, no phosphate acceptor; higher activation fold means a stronger effect; one-dose activation fold at 20 µM; EC50 in µM for titrated hits; 0.03% of 200,000 active; Alkaline phosphatase, tissue-nonspecific isozyme (Homo sapiens); in the data active means activation fold from about 3, or a potency from the dose series; inactive means the rest, 99 in 100 with activation fold below about 1.6; further: many of its hits are not listed in these tables
# West Nile virus CPE: West Nile virus antiviral activity, cell-based, CPE readout (AID 1621) | West Nile virus-infected cells, CPE inhibition; higher % means a stronger effect | CPE inhibition, % at 10 µM; hits with a dose series show IC50 in µM | 0.02% of 290,000 active; in the data active means a potency from the dose series; further: strong numbers were not always called active
# Insulin prom up: insulin promoter activators in MIN6 cells, imaging, high-content screening, mouse beta cells; MIN6 insulin promoter-GFP reporter; stronger effect = higher value; z-score at 5 µM; 0.3% of 190,000 active;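 active means z-score above 3 at 5 µM with at least 500 cells counted in the well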
# PhoP inhibition: inhibitors of PhoP regulon expression, primary screen, Salmonella Typhimurium, GFP reporter (AID 1863); 0.16% of 300,000 active; S. Typhimurium PhoP-regulated promoter GFP reporter, 4 h; higher % means a stronger effect; inhibition, % at 50 µM, or IC50 in µM where a hit was titrated;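 active means inhibition over 29.93%, a cutoff 3 SD above the screen mean, later confirmed by dose response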;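 further: 0% = low Mg2+ inducing control and 100% = high Mg2+ repressing control; strong numbers were not always called active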
# PMI inhibition: human PMI inhibitors, high substrate, primary screen, biochemical, fluorescence intensity, high mannose 6-phosphate (AID 1220); Mannose-6-phosphate isomerase (Homo sapiens); recombinant PMI enzyme, coupled fluorescence intensity; higher % means a stronger effect; inhibition, % at 20 µM, or IC50 in µM where a hit was titrated; 0.66% of 190,000 active
# PMI inhibitors: inhibitors of human PMI, primary screen, biochemical, fluorescence intensity, coupled assay (AID 1209); purified PMI enzyme, coupled fluorescence intensity; higher % means a stronger effect; inhibition, % at 20 µM; hits with a dose series show IC50 in µM; 0.42% of 190,000 active;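 further: plate controls were DMSO vehicle for no effect and wells lacking substrate for full effect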
# RSV CPE inhibition: RSV antiviral activity via CPE protection, HEp-2 cells, primary 10 µM value included (AID 2391); 0.13% of 310,000 active; HEp-2 cells, RSV-induced CPE inhibition; higher % means a stronger effect; one-dose CPE inhibition, % at 10 µM; IC50 in µM for titrated hits; in the data active means a potency from the dose series; further: strong numbers were not always called active
# Large T inhibition: SV40 large T antigen inhibitors, biochemical (AID 1903). SV40 large T antigen ATPase/helicase inhibition assay; higher % means a stronger effect. inhibition, % at 20 µM; hits with a dose series show IC50 in µM. 0.39% of 310,000 active; in the data active means a potency from the dose series; further: strong numbers were not always called active
# Insulin prom up cell count: recorded beside Insulin prom up, whose call it bears; cell count; measured here: cytotoxicity, nuclei count;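 total cells summed across four imaged fields per well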
# Starred values were filed as active, the others as inactive; nt = not tested or not shown; & = joins results of further samples. Unless noted, no stated cut-off is given here; in the data, active means inhibition above about 50%; inactive means the rest.
# Sample of the layout:
entry	Structure	CSM14.1 death rescue	TNAP activation fold	West Nile virus CPE	Insulin prom up	Insulin prom up cell count
1	CC1=C(Nc2ccc(C(=O)O)cc2)C(=O)c2ccccc2C1=O	nt	nt	-0.5%	nt	nt
2	CCOC(=O)C1(Cc2ccccc2C(F)(F)F)CCN(C2CCN(C(C)C)CC2)CC1	-0.8%	1.1	19µM*	-1.3	1376
3	Cc1ccc(-c2cc(C(=O)N/N=C/C=C/c3ccccc3)n[nH]2)s1	-3.1%	0.7	-0.3%	-0.02	1318
4	CN1CCN(CC#CC2(O)CCCCC2)CC1	-0.2%	1	1.1%	0.41	1395
5	O=C(O)c1ccc(S(=O)(=O)NC2CC2)cc1	nt	nt	0.3%	-0.33	1083
6	CCOCCOC(=O)c1[nH]c2c(c1C)C(=O)CC(c1cccs1)C2 (stereo not given)	-2.6%	0.9	-0.6%	nt	nt
7	COc1ccc(S(=O)(=O)N2CCN(C3CCCCCCC3)CC2)cc1	0.9%	1.1&1	0.1%&-0.6%	0.32&0.18	1189&1206
8	COc1ccc(C(=O)N2CCN(CCc3ccccn3)CC2)cc1	nt	nt	1.6%	nt	nt

entry	PhoP inhibition	PMI inhibition	PMI inhibitors	RSV CPE inhibition	Large T inhibition
1	8%	nt	nt	-0.6%	4%
2	3%	-2%	2%	-2.1%	22%
3	-11%	3%	9%	17%	27%
4	11%	4%	5%	0.8%	6%
5	nt	nt	nt	-1.5%	14%
6	0%	-8%	-20%	1.2%	10%
7	2%&5%	8%&3%	12%&2%	-1.6%	5%&17%
8	4%	nt	nt	2.6%	-2%

# Main list (from the top)
entry	Structure	CSM14.1 death rescue	TNAP activation fold	West Nile virus CPE	Insulin prom up	Insulin prom up cell count
1	CC1=C(Nc2ccc(C(=O)O)cc2)C(=O)c2ccccc2C1=O	nt	nt	-0.5%	nt	nt
2	CCOC(=O)C1(Cc2ccccc2C(F)(F)F)CCN(C2CCN(C(C)C)CC2)CC1	-0.8%	1.1	19µM*	-1.3	1376
3	Cc1ccc(-c2cc(C(=O)N/N=C/C=C/c3ccccc3)n[nH]2)s1	-3.1%	0.7	-0.3%	-0.02	1318
4	CN1CCN(CC#CC2(O)CCCCC2)CC1	-0.2%	1	1.1%	0.41	1395
5	O=C(O)c1ccc(S(=O)(=O)NC2CC2)cc1	nt	nt	0.3%	-0.33	1083
6	CCOCCOC(=O)c1[nH]c2c(c1C)C(=O)CC(c1cccs1)C2 (stereo not given)	-2.6%	0.9	-0.6%	nt	nt
7	COc1ccc(S(=O)(=O)N2CCN(C3CCCCCCC3)CC2)cc1	0.9%	1.1&1	0.1%&-0.6%	0.32&0.18	1189&1206
8	COc1ccc(C(=O)N2CCN(CCc3ccccn3)CC2)cc1	nt	nt	1.6%	nt	nt
9	O=C(NCc1ccccc1Br)c1ccco1	-2.2%	1.1	-0.3%	nt	nt
10	O=C(NC(=S)Nc1cnc2ccccc2c1)c1ccccc1	2.1%	0.8	-0.2%	0.19	1534
11	O=C(NCCCN1CCOCC1)C1CCC(=O)N1CCc1ccccc1 (stereo not given)	1.0%	1.2	-0.2%	-0.25	824
12	COc1ccccc1C(=O)C1Nc2ccccc2-c2nnc(SC)nc2O1 (stereo not given)	0.2%	1	0.0%	nt	nt
13	Cc1ccccc1NC(=S)N(CCN(C)C)C(C)c1cccnc1 (stereo not given)	-1.9%	1.1	-0.8%	nt	nt
14	COc1ccc(C(=O)NC(=S)SCC(=O)O)cc1	nt	nt	0.1%	-1.1	1331
15	CC(Sc1nc(-c2ccccc2)cc(C(F)(F)F)n1)C(=O)N1CCCC1 (stereo not given)	nt	1.1	-0.2%	1.7	1585

entry	PhoP inhibition	PMI inhibition	PMI inhibitors	RSV CPE inhibition	Large T inhibition
1	8%	nt	nt	-0.6%	4%
2	3%	-2%	2%	-2.1%	22%
3	-11%	3%	9%	17%	27%
4	11%	4%	5%	0.8%	6%
5	nt	nt	nt	-1.5%	14%
6	0%	-8%	-20%	1.2%	10%
7	2%&5%	8%&3%	12%&2%	-1.6%	5%&17%
8	4%	nt	nt	2.6%	-2%
9	4%	4%	1%	0.4%	-1%
10	3%	10%	13%	1.4%	12%
11	6%	0%	0%	3.3%	-2%
12	-6%	-147%	-74%	4.8%	14%
13	-6%	-1%	0%	0.7%	4%
14	-2%	nt	nt	1.4%	13%
15	7%	19%	12%	2.0%	2%

# (more compounds)
entry	Structure	CSM14.1 death rescue	TNAP activation fold	West Nile virus CPE	Insulin prom up	Insulin prom up cell count
16	CN1CCN(C2=Cc3ccccc3Sc3cc(F)c(F)cc32)CC1	-2.3%	1	-0.7%	nt	nt
17	Cc1nc2ccc(NC(=O)c3cc(S(=O)(=O)N4CCOCC4)ccc3C)cc2s1	0.7%	1.2	-0.1%	-3	657
18	Cc1cc(=O)oc2cc(OC(C)C(=O)NC3CCCC3)ccc12 (stereo not given)	nt	nt	-0.4%	nt	nt
19	O=C(c1cccs1)N1CCN(C(=O)C2CCCO2)CC1 (stereo not given)	-1.3%	1	0.2%	nt	nt
20	O=C(O)c1cc(Cl)c(Cl)cc1C(=O)Nc1cccnc1	-1.3%	1	0.4%	-0.15	1590
21	COc1ccc([C@H](C)NC[C@H](O)c2ccc(O)c(NC=O)c2)cc1	0.3%	1.1	0.4%	-1.8	836
22	O=C(COc1ccc(S(=O)(=O)Nc2ccccc2)cc1)N1CCOCC1	nt	1.2	0.0%	-0.56	1279
23	Cn1c(=O)c2c(nc(SCC(=O)N3CCCCCC3)n2C)n(C)c1=O	-3.8%	1.1	0.2%	nt	nt
24	CSc1nc(-c2ccco2)nn1C(=O)CCc1ccccc1	-1.5%	1	0.1%	1.6	1669
25	CCOC(CNC(=O)C(=O)NCC(c1ccco1)N1CCN(c2ccc(OC)cc2)CC1)OCC (stereo not given)	nt	nt	-1.6%	nt	nt
26	CC(Oc1ccc(Cl)cc1Cl)C(=O)Nc1ccc(N2CCN(C)CC2)cc1 (stereo not given)	2.3%	1	1.2%	-0.12	1324
27	O=C(CN1CCN(Cc2ccccc2)CC1)Nc1ccc(S(=O)(=O)N2CCOCC2)cc1	-1.9%	1.1	-0.2%	-0.17	1292
28	COc1ccc(S(=O)(=O)CCC(=O)NC2CCCCC2)cc1	-2.8%	1.1	nt	-1.1	1234
29	CCC1CCCCN1C(=S)NCc1ccccc1 (stereo not given)	-2.2%	1.2	0.0%	-0.22	1608
30	CCOc1ccc(CCNC(=O)CCc2nc(-c3ccc(C)cc3)no2)cc1OCC	2.0%	1.1	-0.2%	0.68	1104

entry	PhoP inhibition	PMI inhibition	PMI inhibitors	RSV CPE inhibition	Large T inhibition
16	15%	-8%	-12%	-1.8%	5%
17	15%	6%	10%	-0.1%	11%
18	7%	nt	nt	0.1%	7%
19	-14%	-6%	-13%	1.8%	67%
20	-1%	-3%	-20%	2.3%	1%
21	1%	10%	0%	-1.3%	25%
22	3%	5%	7%	0.0%	-5%
23	0%	-6%	-2%	0.3%	0%
24	-16%	-1%	9%	3.5%	16%
25	2%	nt	nt	2.7%	24%
26	-8%	16%	16%	0.1%	0%
27	-6%	10%	4%	1.1%	5%
28	-12%	6%	7%	2.0%	20%
29	-8%	4%	5%	1.9%	0%
30	-19%	7%	-1%	1.6%	-2%

# The list goes on:
entry	Structure	CSM14.1 death rescue	TNAP activation fold	West Nile virus CPE	Insulin prom up	Insulin prom up cell count
31	Brc1ccc(C2=CC(c3ccco3)n3ncnc3N2)cc1 (stereo not given)	0.0%	1.2	-1.2%	-0.07	934
32	O=C(Nc1nc2c(s1)CCCC2=O)c1cnccn1	-1.6%	1.1	0.1%	1.2	884
33	O=c1[nH]c2cccnc2n1Cc1ccccc1	-2.6%	1	0.0%	1.1	876
34	O=C(O)COc1ccc2oc3c(c2c1)CCCC3	nt	nt	-0.4%	nt	nt
35	CN(CCn1ccnc1)Cc1cn(-c2ccccc2)nc1-c1ccc2c(c1)OCO2	3.1%	1.1	-1.7%	nt	nt
36	CCC(=O)c1ccc(CCCCCC(=O)O)s1	-2.1%	1.1	nt	0.38	1246
37	Cc1ccc(S(=O)(=O)N/N=C/c2cc([N+](=O)[O-])ccc2O)cc1[N+](=O)[O-]	0.0%	0.8	0.0%	-0.1	1259
38	COc1ccc(C(OC(=O)c2ccco2)C(=O)NC(C)(C)C)cc1 (stereo not given)	3.0%	1.1	0.1%	0.04	1448
39	O=C(c1ccc(N2CCOCC2)cc1[N+](=O)[O-])N1CCOCC1	0.4%	0.9	0.2%	0.73	1143
40	O=C(NC(=S)Nc1ccc(N2CCOCC2)cc1)c1ccccc1	nt	0.9	-0.6%	1.3	1169
41	O=C(c1cccc(Br)c1)c1cn(-c2ccccc2)nc1C(=O)c1ccccc1	3.7%	1	nt	-3	960
42	CCN(CC)CCNC(=O)c1cc(-c2ccco2)nc2ccccc12	1.6%	1	0.3%	0.31	1332
43	COc1ccc(S(=O)(=O)CC2(O)CCN(C(=O)C(C)(C)C)CC2)cc1	-0.1%	1.1	-0.1%	-0.56	1320
44	COc1ccc(C)cc1NC(=O)c1nnn(CCc2ccccc2)c1N	-0.3%	1.2	0.3%	-0.06	820
45	COc1ccc(NS(=O)(=O)c2ccc(-c3n[nH]c(=S)n3Cc3ccccc3)cc2)cc1	nt	nt	0.0%	0.53	1117

entry	PhoP inhibition	PMI inhibition	PMI inhibitors	RSV CPE inhibition	Large T inhibition
31	-56%	-30%	-18%	6.8%	15%
32	10%	2%	9%	0.5%	6%
33	-4%	-4%	-3%	3.3%	7%
34	9%	nt	nt	3.4%	5%
35	-5%	5%	11%	0.0%	6%
36	-7%	11%	10%	0.6%	8%
37	0%	5%	-16%	-2.7%	29%
38	11%	7%	2%	1.3%	13%
39	-7%	7%	5%	5.2%	7%
40	-1%	3%	11%	-0.9%	12%
41	-4%	9%	14%	9.0%	16%
42	3%	-28%	-27%	1.0%	13%
43	7%	11%	-9%	3.6%	5%
44	-2%	15%	8%	1.5%	6%
45	-5%	nt	nt	4.5%	35%

# (further entries)
entry	Structure	CSM14.1 death rescue	TNAP activation fold	West Nile virus CPE	Insulin prom up	Insulin prom up cell count
46	O=C1C[C@@H](c2ccc(O[C@@H]3O[C@H](CO)[C@@H](O)[C@H](O)[C@H]3O)cc2)Oc2cc(O)ccc21	-2.3%	1	0.5%	nt	nt
47	COc1cccc(CNC(=O)C2CCC(=O)N(CC3CCCCC3)C2)c1OC (stereo not given)	nt	nt	-1.0%	nt	nt
48	C=Cn1cc[n+](CC(=O)c2ccc(OC)c(OC)c2)c1	nt	nt	-0.4%	nt	nt
49	CCOC(=O)Nc1nnc(CCc2ccccc2)s1	-0.7%	1.1	-0.3%	0.12	1590

entry	PhoP inhibition	PMI inhibition	PMI inhibitors	RSV CPE inhibition	Large T inhibition
46	3%	3%	-9%	-0.7%	-1%
47	2%	nt	nt	0.9%	4%
48	8%	nt	nt	-0.9%	21%
49	3%	1%	4%	-1.2%	2%
